bovine MsrA act: activators of bovine methionine sulfoxide reductase A. purified bovine MsrA, absorbance read-out. activation, % at 10.6 µM. actives 0.3% (n = 360,000). AID 602163; in the data active means activation above about 7.5%;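 further: 0% = vehicle and 100% = reference activator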
FAS-TE inh: FAS thioesterase (human) inhibition; recombinant FAS-TE, OMFH fluorogenic substrate, fluorescence endpoint; P49327; inhibition, % at 15 µM; actives 0.67% (n = 360,000);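 active means compounds whose normalised, plate-corrected inhibition of enzyme fluorescence in the single-dose primary screen is 50% or more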;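 further: 0% = DMSO with enzyme and 100% = substrate without enzyme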
E coli Lon inh: inhibits E. coli Lon protease; P0A9M0; purified E. coli Lon protease, fluorescence polarization; inhibition, % at 7.94 µM; actives 0.42% (n = 360,000); in the data active means inhibition above about 13%, passing the limit was not always enough;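 further: 0% = enzyme with probe and DMSO and 100% = no enzyme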
MLLE-PAM2 inh: inhibitors of microRNA-mediated deadenylation, human PABP1 MLLE binding. P11940. inhibition, % at 20 µM. actives 0.36% (n = 360,000). GST-MLLE / FITC-PAM2 fluorescence polarization; in the data active means inhibition above about 35%, passing the limit was not always enough;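 further: plate controls were DMSO wells with GST-MLLE for no effect and wells lacking GST-MLLE protein for full effect; some results filed as inactive read as strong as hits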
MT1-MMP act inh: inhibitors of human MT1-MMP activation. AID 651647. actives 0.061% (n = 360,000). GFP/RFP ratio change, % at 20 µM. HT1080 RFP-PRO-GFP cells, GFP/RFP ratio fluorescence, overnight; percent of plate control window, DMSO zero;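 active means GFP/RFP ratio change of at least 30% with cell ATP level not reduced by more than half and red fluorescence within 50% of control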; further: strong numbers were not always called active
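Assay system: HT1080 RFP-PRO-GFP cells | Dosing: 20 µM single dose, 1% DMSO | Incubation: Cells overnight before dosing, compound overnight, 37 °C, 5% CO2 | Evaluation: GFP/RFP fluorescence ratio | Control set: DMSO-only wells and HT1080 RFP-L50D-GFP cell wells as references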
CendR NRP1 mod: NRP-1/CendR interaction modulation. O14786. FAM-RPARPAR peptide binding to NRP-1, fluorescence polarization. inhibition, % at 25 µM. actives 0.85% (n = 360,000). AID 602438;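 active means inhibition or corrected inhibition above about 18%, plus a signal ratio from 0.5 to 1.5, limit read from the data, passing the limit was not always enough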; further: strong numbers were not always called active
SKN-1 inh: blocks SKN-1 activity in C. elegans; C. elegans VP596 Pgst-4::GFP/RFP ratio, acrylamide-induced, 24 h; inhibition, % at 21.8 µM; actives 0.49% (n = 360,000); AID 624304;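 active means interference check ratio from 0.5 to 1.5 plus GFP to RFP signal ratio inhibition reaching or exceeding a fixed threshold, cut at about 30% in these data, passing the limit was not always enough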; further: some compounds called inactive have numbers as strong as hits
Neddyl block: blocks human cullin neddylation; P61081+Q13564; TR-FRET cullin neddylation, biochemical; calls only at 25 µM; actives 0.58% (n = 360,000); AID 651699; in the data active means inhibition above about 36%
Rin1 Abl inh: blocks binding of human Rin1 to Abl; actives 0.4% (n = 360,000); TR-FRET Rin1/Abl binding, biochemical; inhibition, % at 7.35 µM; P00519+Q13671; in the data active means inhibition above about 5%, passing the limit was not always enough
Target sequence (P00519 whole entry, looked up): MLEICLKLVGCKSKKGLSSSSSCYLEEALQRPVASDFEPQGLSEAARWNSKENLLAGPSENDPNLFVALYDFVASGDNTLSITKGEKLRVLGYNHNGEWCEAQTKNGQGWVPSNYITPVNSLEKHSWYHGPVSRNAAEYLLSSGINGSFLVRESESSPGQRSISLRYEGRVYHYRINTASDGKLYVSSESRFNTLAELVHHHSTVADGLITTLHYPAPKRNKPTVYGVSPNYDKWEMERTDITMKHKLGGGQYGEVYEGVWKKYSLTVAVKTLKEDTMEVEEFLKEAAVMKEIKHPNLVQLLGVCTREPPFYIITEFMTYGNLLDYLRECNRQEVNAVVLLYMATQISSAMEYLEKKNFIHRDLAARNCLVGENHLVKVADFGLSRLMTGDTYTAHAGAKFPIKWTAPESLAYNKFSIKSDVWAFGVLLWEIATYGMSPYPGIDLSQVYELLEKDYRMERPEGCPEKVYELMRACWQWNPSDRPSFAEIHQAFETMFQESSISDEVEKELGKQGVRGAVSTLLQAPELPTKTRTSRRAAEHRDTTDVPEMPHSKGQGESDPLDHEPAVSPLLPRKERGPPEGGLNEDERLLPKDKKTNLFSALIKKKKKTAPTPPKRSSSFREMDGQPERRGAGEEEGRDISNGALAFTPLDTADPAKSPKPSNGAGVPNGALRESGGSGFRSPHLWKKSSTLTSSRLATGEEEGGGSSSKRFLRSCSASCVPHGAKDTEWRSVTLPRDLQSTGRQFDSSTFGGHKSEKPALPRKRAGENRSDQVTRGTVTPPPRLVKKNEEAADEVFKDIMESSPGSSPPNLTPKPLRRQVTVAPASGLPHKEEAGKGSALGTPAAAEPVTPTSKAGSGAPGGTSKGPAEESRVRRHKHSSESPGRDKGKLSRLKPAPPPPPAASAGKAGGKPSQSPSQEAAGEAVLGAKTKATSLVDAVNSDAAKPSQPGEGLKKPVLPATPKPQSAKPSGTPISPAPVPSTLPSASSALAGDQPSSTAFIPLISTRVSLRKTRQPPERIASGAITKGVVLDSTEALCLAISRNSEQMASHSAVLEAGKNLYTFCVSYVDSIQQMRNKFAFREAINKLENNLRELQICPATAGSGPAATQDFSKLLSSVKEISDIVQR
Target sequence (Q13671 whole entry, looked up): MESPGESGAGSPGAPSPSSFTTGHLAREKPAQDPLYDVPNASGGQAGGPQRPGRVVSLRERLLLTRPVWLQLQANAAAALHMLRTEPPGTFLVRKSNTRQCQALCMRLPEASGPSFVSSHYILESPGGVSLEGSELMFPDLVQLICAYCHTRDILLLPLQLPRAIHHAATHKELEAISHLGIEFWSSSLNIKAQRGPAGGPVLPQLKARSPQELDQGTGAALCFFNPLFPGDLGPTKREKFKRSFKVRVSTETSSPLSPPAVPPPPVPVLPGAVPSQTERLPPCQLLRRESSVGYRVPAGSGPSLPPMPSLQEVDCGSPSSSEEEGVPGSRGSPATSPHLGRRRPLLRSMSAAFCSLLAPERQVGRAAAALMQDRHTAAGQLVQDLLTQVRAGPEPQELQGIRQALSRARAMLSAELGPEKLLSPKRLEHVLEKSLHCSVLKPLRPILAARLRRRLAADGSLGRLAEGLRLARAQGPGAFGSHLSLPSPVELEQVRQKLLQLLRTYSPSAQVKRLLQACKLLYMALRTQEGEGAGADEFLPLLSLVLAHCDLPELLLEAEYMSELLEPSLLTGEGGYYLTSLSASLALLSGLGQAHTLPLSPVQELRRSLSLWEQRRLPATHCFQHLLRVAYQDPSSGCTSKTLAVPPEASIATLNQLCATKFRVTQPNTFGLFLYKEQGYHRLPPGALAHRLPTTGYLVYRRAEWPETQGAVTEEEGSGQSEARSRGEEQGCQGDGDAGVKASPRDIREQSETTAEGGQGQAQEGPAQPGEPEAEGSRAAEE
The depositor's hits bear a star; i = inactive; x = no result given. Random draw from the library; overall some 4% were active at least once.

SMILES	bovine MsrA act	FAS-TE inh	E coli Lon inh	MLLE-PAM2 inh	MT1-MMP act inh	CendR NRP1 mod	SKN-1 inh	Neddyl block	Rin1 Abl inh
CCN(CC)c1ccc(/C=N/N2C(=O)c3ccccc3C2=O)cc1	-2	5	-16	-9	2	3	-4	i	-2
CCOc1ccc(NC(=O)COn2nnc3ccc(S(=O)(=O)N4CCOCC4)cc32)cc1	-11	4	6	4	0	17	3	i	2
COc1ccc(NS(=O)(=O)c2ccc(C)c(C(=O)NC3CCN(Cc4ccccc4)CC3)c2)cc1	-9	-2	12	9	7	1	-14	i	-4
O=C(/C=C/c1cccc(F)c1)Nc1nccs1	-3	-3	1	1	2	9	15	i	-4
COc1ccc(OC(=O)COc2ccc(Cl)cc2)cc1	-1	5	-12	3	9	-6	-5	i	-1
CN1CCCN(S(=O)(=O)c2cccc(C(F)(F)F)c2)c2nc3ccccc3nc21	-5	13	7	-15	2	-37	6	i	5
Cc1c(C(c2ccc([N+](=O)[O-])cc2)c2c(C)n(C)n(-c3ccccc3)c2=O)c(=O)n(-c2ccccc2)n1C	-2	11	6	2	0	-5	4	i	1
COc1ccc2nc(NNC(=O)C3COc4ccccc4O3)sc2c1 (centres undefined)	0	0	-6	-34	5	-4	-20	i	-1
CC/C(=N\NC(=O)c1ccoc1C)c1ccc(C)o1	-5	-8	5	0	0	-3	9	i	-1
Clc1ccc(N=C2SCC3CCCCN23)cc1 (centres undefined)	-6	10	1	4	0	0	1	i	2
COC(=O)c1c(NC(C)=O)sc2c1CCCCC2	1	-9	7	18	2	8	-9	i	-4
Cc1cc(C)cc(NC(=O)Nc2c(Br)cnn2C)c1	-1	-2	0	3	x	12	6	i	0

The last two records of the section above come first, to join the parts.
SMILES	bovine MsrA act	FAS-TE inh	E coli Lon inh	MLLE-PAM2 inh	MT1-MMP act inh	CendR NRP1 mod	SKN-1 inh	Neddyl block	Rin1 Abl inh
COC(=O)c1c(NC(C)=O)sc2c1CCCCC2	1	-9	7	18	2	8	-9	i	-4
Cc1cc(C)cc(NC(=O)Nc2c(Br)cnn2C)c1	-1	-2	0	3	x	12	6	i	0
Cc1ccc2cc(CN(CC(C)C)C(=O)C3CCCO3)c(=O)[nH]c2c1 (centres undefined)	-2	-8	-1	4	-1	-9	-18	i	-4
O=C(CN1CCN(S(=O)(=O)c2ccccc2[N+](=O)[O-])CC1)NC(=O)NCc1ccco1	-3	3	-2	-21	-1	5	-1	i	-2
Cc1nn(C)cc1S(=O)(=O)N1CCCC(C(=O)O)C1 (centres undefined)	-1	-5	-2	-8	6	-3	3	i	2
CCN(C(=O)c1c(C)cc(=O)oc1C)c1ccc2c(c1)OCO2	-6	-6	-6	0	0	-6	-5	i	-2
C/C(Cl)=C\COc1cc(C)nc2c(Br)cccc12	-1	18	-3	-9	1	3	8	i	-11
Cn1c(SCC(=O)Nc2ccc3c(c2)n(C)c(=O)n3C)nnc1-c1ccncc1	-2	-3	-6	2	2	-4	14	i	4
CCCNC(=O)C(Cc1ccc(C(F)(F)F)cc1)NC(=O)c1ccc2ccccc2n1 (centres undefined)	1	18	-2	1	2	-4	8	i	4
O=C(c1[nH]c(C(F)(F)F)nc1-c1ccccc1)N1CCN(Cc2c(F)cccc2Cl)CC1	-2	-7	-13	6	7	-4	2	i	1
CCC(=O)Nc1cc(C(=O)NCC2CCCN2CC)c(OC)cc1N(C)C (centres undefined)	-1	-9	-4	14	-2	-6	5	i	-3
O=C(CSc1ncnc2nc[nH]c12)c1ccc([N+](=O)[O-])cc1	-1	2	-1	21	6	9	6	i	-4
O=C(CCN1C(=O)C2C3C=CC(C3)C2C1=O)Nc1ccc2ncccc2c1 (centres undefined)	0	-1	-4	11	3	-1	1	i	-6
Cc1cc(NC(=O)c2cc(-c3cccs3)nc3ccccc23)no1	-1	18	6	-2	-9	4	-5	x	0

Three of these compounds in another layout:
Structure | bovine MsrA act | FAS-TE inh | E coli Lon inh | MLLE-PAM2 inh | MT1-MMP act inh | CendR NRP1 mod | SKN-1 inh | Neddyl block | Rin1 Abl inh
Cc1nn(C)cc1S(=O)(=O)N1CCCC(C(=O)O)C1 (centres undefined) | -1 | -5 | -2 | -8 | 6 | -3 | 3 | i | 2
CCN(C(=O)c1c(C)cc(=O)oc1C)c1ccc2c(c1)OCO2 | -6 | -6 | -6 | 0 | 0 | -6 | -5 | i | -2
C/C(Cl)=C\COc1cc(C)nc2c(Br)cccc12 | -1 | 18 | -3 | -9 | 1 | 3 | 8 | i | -11

More structures
SMILES	bovine MsrA act	FAS-TE inh	E coli Lon inh	MLLE-PAM2 inh	MT1-MMP act inh	CendR NRP1 mod	SKN-1 inh	Neddyl block	Rin1 Abl inh
O=C(CSCc1c(Cl)cccc1Cl)Nc1nccs1	-1	0	-5	-10	-3	8	15	i	-1
CCN(CC)S(=O)(=O)c1ccc(N2CCOCC2)c(NC(=O)c2ccc(N3CCCC3=O)cc2)c1	-1	-1	-1	0	5	0	-4	i	0
O=C(NN=C1CCCCC1)c1ccccc1OCc1ccc(F)cc1	-2	14	-2	8	-1	3	3	i	1
CC1CN(CCOCCSc2ccccc2)CC(C)O1 (centres undefined)	-3	-10	0	-7	3	5	12	i	1
COc1cc(NS(=O)(=O)c2cc(NC(C)=O)ccc2OC)c(OC)cc1NC(=O)c1ccccc1	0	-3	-4	-5	5	1	10	i	0
Cn1nnnc1SCSc1nnnn1C	-2	-9	-18	8	-5	-2	-3	i	2
CC(C)c1ccc(N(CC(=O)NCc2ccc(F)cc2)C(=O)c2csnn2)cc1	0	18	1	9	-6	1	-1	i	3
CC(C)(C)c1cc(C(=S)N2CCCC2)cc(C(C)(C)C)c1O	-6	14	1	20	0	-2	26	i	-1
Cc1cc(Br)ccc1SCC(=O)OCC(=O)Nc1ccccc1C#N	-2	-5	10	-4	x	4	-1	i	-2
CC(=O)c1ccc(NC(=S)NCCc2ccccn2)cc1	-1	-8	1	11	5	-7	-2	i	-1
O=C(Cn1cnc2c(nnn2Cc2ccc(F)cc2)c1=O)Nc1ccc2c(c1)OCCO2	0	-1	1	3	-1	2	6	i	6
O=C(CCc1nc(-c2ccc(Cl)cc2)no1)NC1CCCC1	-3	4	4	8	1	10	-5	i	1
CCOc1ccccc1C(=O)NC(C)c1ccc(-n2ccnc2)cc1 (centres undefined)	-3	-4	-15	-9	4	4	-4	i	-2
CC1(Cc2ccc(C(F)(F)F)o2)C(=O)Nc2ccc(-c3cccc(C(F)(F)F)c3)cc21 (centres undefined)	0	29	-16	0	-1	-4	34	i	-1
COc1cc(OC)c(NC(=O)Cn2cccc2)cc1Cl	-3	0	6	7	4	0	14	i	-3
Cc1ccccc1OCC(O)Cn1c(NCc2ccco2)nc2c1c(=O)[nH]c(=O)n2C (centres undefined)	-13	-6	3	-5	7	0	-10	i	7
Cc1ccc(OCCC(=O)N2CCN(c3ccc(O)cc3)CC2)cc1	-2	-3	-5	-9	-1	1	1	i	-2
Cc1ccccc1C(=O)NC(=S)Nc1ccccc1C(=O)O	-10	-6	-4	29	-3	-1	1	i	3
Cc1ccc(-c2nnc(SCc3nc4ccccc4[nH]3)n2Cc2ccco2)cc1	-4	10	-4	-95	1	1	5	i	-5
CCOC(=O)c1sc(Nc2nc3cc4c(cc3s2)OCO4)cc1C	-1	8	-8	-11	1	-8	-2	i	-2
CSc1nc(=S)n(Cc2ccccc2)c(C)c1C(C)=O	-7	15	-14	5	-1	-10	10	i	2
Cc1cc(C)nc(N(C#N)CC(=O)N(c2ccccc2)C(C)C)n1	-10	0	-5	6	4	13	-39	i	3
O=C(Cc1ccccc1)NCC(=O)Nc1cccc(Cl)c1	-2	3	1	-4	2	8	-5	i	-1
Cc1ccc(S(=O)(=O)N2CC(O)CC2C(=O)OCc2nc3sc(C)c(C)c3c(=O)[nH]2)cc1 (centres undefined)	-3	-13	5	-55	0	-10	4	i	0
CCCn1nnnc1NCc1ccc(Cl)cc1Cl	-3	0	-6	15	-1	2	7	i	2
CC1CC(C)CN(S(=O)(=O)c2ccc3c(c2)C(C)(C)C(=O)N3C)C1 (centres undefined)	-1	-5	6	4	3	10	-2	i	0
O=C(CN1CCCCCC1)Nc1cccc(Br)c1	-3	-4	5	6	-2	-1	12	i	-3
Cc1cc(C)nc(SC2CC(=O)N(c3ccc(Cl)cc3)C2=O)n1 (centres undefined)	-1	-2	10	14	4	-6	3	i	2
CCOc1ccc(NC(=O)c2cc(S(=O)(=O)N3CCCCC3)c[nH]2)cc1	-1	-8	-3	-14	-4	-22	-7	i	1
CCNC(=O)CNC(=O)c1nn(Cc2ccccc2)c(=O)c2ccccc12	-2	-3	9	-5	-1	8	-4	i	3
Cc1cccc(C)c1NC(=O)CNC(=O)Cn1nc(C)c(C)c(C#N)c1=O	-6	-5	-2	-17	-1	11	5	i	-3
O[C@H]1C[C@H](c2ccccc2)N(Cc2cccs2)C[C@@H]1n1cc(C2CC2)nn1	-9	16	-1	-12	-2	-4	15	i	2
CCOC(=O)N1CCN(C(=O)C[C@@H]2C[C@@]3(C(=O)OCC)CCC=C3N(Cc3ccc(Cl)cc3Cl)C2=O)CC1	4	8	-5	x	4	-2	1	i	x
CC(C)CN(C(=O)COC(=O)Cc1ccc(Cl)cc1)c1c(N)n(Cc2ccccc2)c(=O)[nH]c1=O	-4	-11	4	-15	-2	-2	23	i	-1
CCOc1ccc(NC(=O)N2CCc3ccccc3C2)cc1	-1	0	10	1	0	7	14	i	1
Nc1c(CNCc2nnn(Cc3ccccc3)c2N)nnn1Cc1ccccc1	-5	-8	-1	-9	4	3	32	i	0
CC(C)CC(NC(=O)OC(C)(C)C)C(=O)O (centres undefined)	-3	-6	19*	11	3	-2	0	i	-2
CCn1c(=O)n(-c2ccc(Cl)cc2)c(=O)c2c3c(sc21)COC(C)(C)C3	-11	1	0	-39	2	2	-5	i	-4
O=C(C1CCCO1)N1CCN(C(=S)Nc2ccc(F)c(Cl)c2)CC1 (centres undefined)	-4	-9	-2	-24	3	2	4	i	-2
Cc1cc2cc(C)c3nnc(SCC(=O)NCc4ccc5c(c4)OCO5)n3c2cc1C	-2	12	-11	1	13	10	-1	i	-2
CCC(C(=O)Nc1ccccc1Cl)n1nc(C)c2c(C)n(-c3ccccc3)nc2c1=O (centres undefined)	-2	12	0	7	0	5	13	i	-1
O=C(/C=C/[C@H]1O[C@@H](n2cnc3c(NC(=O)c4ccccc4)ncnc32)[C@H](O)[C@@H]1O)NCCc1c[nH]c2ccccc12	-2	-3	-13	-9	2	-7	8	i	2
CCOC(=O)c1ccc(N/C=C2\CCCCC2=O)cc1	-5	-3	8	0	2	-17	8	i	0
COCC1CCN(C(=O)c2cc(COc3ccc(OC)c4ccccc34)on2)C1 (centres undefined)	-11	14	0	-1	x	12	-4	i	-3
CCN1CCN(CC(=O)N2N=C(c3ccc(OC)cc3)CC2c2ccc(OC)cc2)C(=O)C1=O (centres undefined)	-4	-5	0	-5	-5	-2	0	i	0
COc1ccc(-c2c(O)c(C#N)c(-c3ccccc3)n(-c3ccc(OC)cc3)c2=O)cc1	-4	-10	-3	-3	10	-11	2	x	2
Cc1c(C(=O)OCC(=O)NC(=O)NC2CCCCC2)cccc1[N+](=O)[O-]	2	39	-4	4	3	17	4	i	0
Oc1ccc(N2CCN(C(c3ccncc3)c3nnnn3C3CCCC3)CC2)cc1 (centres undefined)	1	-8	-1	-12	1	-2	5	i	1
COc1ccc2nc(C)cc(SCC(=O)Nc3c(C)cc(C)cc3C)c2c1	2	-15	-4	-11	4	-2	2	i	2
N#Cc1c(NC(=O)c2ccc(Br)o2)n(-c2ccccc2)c2nc3ccccc3nc12	-5	22	-42	-28	-125	-71	5	x	7.7*
CCOc1ccccc1NC(=O)NNC(=O)CCc1ccc(OC)cc1	-3	-5	-4	-4	-9	7	4	i	-1
